tim23-1 inh – inhibits growth of tim23-1 mutant yeast. 330,000 compounds, 1.3% hits. S. cerevisiae tim23-1 growth, BacTiter-Glo luminescence, 24 h. inhibition, % at 20 µM;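 active = growth inhibition of the mutant yeast at or above 50%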;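 also: temperature-sensitive mutant grown at 25 °C; plate controls were DMSO-treated mutant yeast for no effect and medium wells lacking yeast for full effect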
tim10-1 inh – growth inhibitors of tim10-1 mutant yeast; S. cerevisiae tim10-1 ts strain growth, BacTiter-Glo, 24 h; inhibition, % at 20 µM; 330,000 compounds, 2.2% hits; AID 463190;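 active = inhibition of at least 40%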;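 also: mutant grown at 25 °C; 0% = DMSO wells with yeast and 100% = wells holding no yeast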
APJ antagonist – blocks the human apelin receptor APJ; inhibition, % at 20 µM; P35414; AID 2521; CHO-K1 APJ beta-arrestin complementation, luminescence; 330,000 compounds, 0.32% hits;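 active = inhibition above about 40% at 20 µM, limit read from the data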;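 also: cells challenged with 10 nM apelin-13 agonist together with compound; plate controls were apelin-13 plus DMSO wells for no effect and DMSO wells lacking apelin-13 for full effect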
Target sequence (P35414 whole entry, looked up): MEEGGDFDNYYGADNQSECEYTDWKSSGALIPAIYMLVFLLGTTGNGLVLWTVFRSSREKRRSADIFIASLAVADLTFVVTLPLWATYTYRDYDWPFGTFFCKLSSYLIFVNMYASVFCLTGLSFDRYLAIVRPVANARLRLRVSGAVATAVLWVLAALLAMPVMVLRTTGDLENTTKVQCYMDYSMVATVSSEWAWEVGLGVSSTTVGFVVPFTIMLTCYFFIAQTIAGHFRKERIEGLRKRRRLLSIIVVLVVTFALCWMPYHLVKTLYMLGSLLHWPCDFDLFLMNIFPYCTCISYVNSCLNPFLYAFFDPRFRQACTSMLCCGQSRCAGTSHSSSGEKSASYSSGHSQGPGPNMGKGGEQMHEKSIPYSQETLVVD
TIM10 inh – growth inhibitors of TIM10 yeast strain; S. cerevisiae TIM10 strain growth, BacTiter-Glo luminescence, 24 h; inhibition, % at 10 µM; 330,000 compounds, 1.4% hits; AID 463195;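 active = inhibition of 40% or more at the single tested concentration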;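 also: wild-type TIM10 isogenic control strain grown at permissive 25 °C; 0% = DMSO yeast wells and 100% = minimal medium wells without yeast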
APJ ag – activates the human apelin receptor APJ; P35414; CHO-K1 APJ PathHunter beta-arrestin, luminescence; 0% DMSO wells, 100% apelin; activation, % at 20 µM; 330,000 compounds, 0.11% hits;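 active = activation more than six SD over the plate average, tested at 20 µM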;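 also: 0% = DMSO alone and 100% = apelin-13 at 10 nM; some results filed as inactive read as strong as hits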
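system = engineered CHO-K1 APJ arrestin reporter cells | input = 1000 cells per well | timing = overnight seeding, 90 min compound at 25 °C, 1 h detection | measured by = enzyme-fragment complementation luminescence | read-out = beta-arrestin recruitment to APJ as agonist activity, luminescent signal | control set = negative DMSO alone, positive Apelin-13 at 10 nM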
beta cell repl – induces beta-cell replication in MIN6 cells | MIN6 cells proliferation, ATPlite luminescence, 48 h; cells starved in 0.2% serum; 100% = growth in 10% serum | proliferation, % at 10 µM | AID 2380 | 330,000 compounds, 0.29% hits;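 active = compounds whose signal lies at least 3.5 SD above the mean of all wells on their plate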;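 also: 0% = DMSO-treated cells in low-serum medium and 100% = 10% serum control; some compounds called inactive have numbers as strong as hits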
MPTP inh – inhibitors of mitochondrial permeability transition pore. isolated mouse mitochondria, Ca2+ swelling absorbance, 30 min. inhibition, % at 10 µM. 360,000 compounds, 1.4% hits. AID 602449;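 active = inhibition of 50% or more, scaled per plate between neutral and stimulator controls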;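 also: 0% = DMSO wells given calcium and 100% = 1 mM EGTA wells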
GRIN3A LBD mod – NR3A (human) ligand-binding domain modulation | NR3A LBD differential scanning fluorimetry, Tm shift; 0% = protein alone, 100% = glycine-bound protein | Tm shift relative to glycine control, % at 25 µM | 340,000 compounds, 2.5% hits | AID 1259313;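 active = melting temperature shift of at least 10% of the positive control shift, at one fixed dose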
NALP3 yeast inh – inhibitors of NALP3 inflammasome in yeast | Yeast reconstituted NLRP3/ASC/caspase-1, beta-gal luminescence, 24 h | inhibition, % at 10 µM | 330,000 compounds, 0.39% hits;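 active = inhibition of 50% or more; inactive = inhibition below 50%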;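 also: plate controls were induced DMSO wells for no effect and uninduced yeast grown without galactose for full effect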
* = called active by the depositor; . = no result given. No enrichment for hits (roughly 7.2% active in at least one column).

SMILES	tim23-1 inh	tim10-1 inh	APJ antagonist	TIM10 inh	APJ ag	beta cell repl	MPTP inh	GRIN3A LBD mod	NALP3 yeast inh
CCc1ccc(-c2csc(NC(=O)C3=NN(c4ccccc4)C(=O)CC3)n2)cc1	2.9	20.7	11.8	18.2	0.3	-4.9	5.5	-0.7	1.7
COc1nc(N)nc(CC(=O)C2CC2)n1	15.4	4.5	12.2	-1.8	0.9	-0.6	-0.7	-1.3	-2.1
Cc1cnc(NS(=O)(=O)c2ccc(Cl)cc2)c(Br)c1	37.3	3.0	-10.0	9.9	-0.3	0.9	2.7	2.9	7.0
CCOC(=O)CCc1c(C)c(C#N)c2nc3ccccc3n2c1-n1ccnc1C	0.7	14.4	9.0	-2.2	-5.0	-0.4	0.3	0.5	15.3
CCc1ccc(C(=O)NNc2cc(Cl)ccc2Cl)cc1	12.3	-17.2	16.3	-26.0	-4.2	-4.0	14.8	-3.1	64.6*
CC(=O)c1c(N2CCN(c3ccc(F)cc3)CC2)nc(=S)n(-c2ccccc2)c1C	10.7	12.5	15.1	14.5	-5.2	-1.1	-2.3	-9.3	14.5
Cc1ccc(S(=O)(=O)NCC(=O)NCc2cc(=O)n(C)c(=O)n2C)cc1C	-5.8	22.1	3.6	8.2	-2.4	-0.8	0.9	8.2	11.1
CN(CC(=O)NC1CCCc2ccccc21)S(=O)(=O)c1ccc2c(c1)c(=O)n(C)c(=O)n2C (centres undefined)	13.9	5.2	22.4	0.7	-2.2	2.3	-3.1	3.9	7.6
OC(COc1ccc(Cl)cc1)CN1CCN(c2cccc(Cl)c2)CC1 (centres undefined)	45.1	-38.8	17.9	-7.6	-3.5	-4.4	4.5	-7.6	44.5
CCN(C(=O)COC(=O)c1ccc(O)cc1O)c1c(N)n(Cc2ccccc2)c(=O)[nH]c1=O	8.6	1.6	10.0	6.0	-1.9	5.4	-1.1	-1.3	12.4
CCCN(CCC)C(=O)CSc1ncccc1C(=O)O	3.2	-4.5	2.7	9.0	-0.6	0.0	0.2	2.7	18.4
CCCc1cc(=O)oc2cc(C)cc(OC(C)C(=O)N[C@@H](Cc3c[nH]c4ccccc34)C(=O)O)c12 (some centres undefined)	20.9	15.1	-52.0	-1.5	4.7	-3.2	-0.8	-1.8	-9.6

The final 3 records of the section above open the next one:
SMILES	tim23-1 inh	tim10-1 inh	APJ antagonist	TIM10 inh	APJ ag	beta cell repl	MPTP inh	GRIN3A LBD mod	NALP3 yeast inh
CCN(C(=O)COC(=O)c1ccc(O)cc1O)c1c(N)n(Cc2ccccc2)c(=O)[nH]c1=O	8.6	1.6	10.0	6.0	-1.9	5.4	-1.1	-1.3	12.4
CCCN(CCC)C(=O)CSc1ncccc1C(=O)O	3.2	-4.5	2.7	9.0	-0.6	0.0	0.2	2.7	18.4
CCCc1cc(=O)oc2cc(C)cc(OC(C)C(=O)N[C@@H](Cc3c[nH]c4ccccc34)C(=O)O)c12 (some centres undefined)	20.9	15.1	-52.0	-1.5	4.7	-3.2	-0.8	-1.8	-9.6
O=C(CSc1cn(CCNC(=O)c2cccs2)c2ccccc12)NC1CCCCC1	18.3	17.9	5.4	3.6	-5.1	-2.8	-0.5	-4.2	-2.6
Nn1c(SCC(=O)N2CCOCC2)nnc1-c1ccc(Cl)cc1Cl	-2.2	-5.3	6.3	-6.0	-2.9	2.8	0.4	-1.7	12.2
NC(=O)N/N=C/c1ccccc1OC(=O)c1cc2ccccc2oc1=O	1.5	-6.1	-42.7	3.6	-0.6	5.7	-5.1	-1.1	-6.1
Cc1ccccc1N1CCN(Cc2nc(Cc3ccccc3F)no2)CC1	16.4	8.2	21.3	-5.9	-4.7	-2.8	3.4	-0.4	0.9
CN(CC(=O)Nc1cc([N+](=O)[O-])ccc1Cl)Cc1ccc(Br)cc1	23.6	9.8	10.1	-10.7	3.7	0.0	0.7	-15.9	27.9
COc1cc(NS(=O)(=O)c2ccc3[nH]c(=O)[nH]c3c2)cc(OC)c1	-8.3	-4.7	-18.9	-12.9	-0.2	0.4	-0.5	-2.0	11.3
CSc1nc(=S)n(-c2ccc([N+](=O)[O-])cc2)c(C)c1C(C)=O	7.3	-14.6	-12.2	-10.3	0.0	-4.0	1.2	-3.0	23.6
Cc1ccc(C(=O)OCC(=O)NC2CC2)cc1S(=O)(=O)N1CCOCC1	-4.1	2.6	-3.9	-1.1	0.0	-4.1	-2.0	-0.1	2.7
COCCC(=O)N1CCC(Oc2ccc(C(=O)NCc3cccc(C)n3)cc2)CC1	-3.0	-0.3	-3.1	-2.0	-3.7	-0.4	-0.7	6.7	-1.0
C/C(=N\NC(=O)c1nc(C)cc(C)n1)c1ccccc1	1.6	6.0	3.2	-4.8	2.5	-1.2	-3.9	1.0	11.0
CCOc1ccc2nc(SCC(=O)NCC3CCCO3)c(C#N)cc2c1 (centres undefined)	15.4	20.4	-3.0	2.4	4.7	0.0	1.9	-0.2	36.4
O=C(Nc1ccccc1F)C1CCCN(S(=O)(=O)c2ccccc2)C1 (centres undefined)	10.9	15.2	-7.4	9.5	0.0	-1.6	0.1	-0.6	20.6
Cn1c(NN)nc2sc3c(c2c1=O)CCC3	12.6	13.3	11.0	6.1	-6.4	-3.6	-0.8	-0.9	17.9
COCCn1c(CCC(=O)O)nc2c1c(=O)[nH]c(=O)n2CC(C)C	8.3	5.3	10.1	-7.5	3.0	-0.2	0.1	-0.3	8.6
CCSc1sccc1C1C(C#N)=C(N)N(c2cccnc2)C2=C1C(=O)CCC2 (centres undefined)	14.8	9.6	-8.2	0.2	1.1	-4.8	0.7	-1.4	3.0
CCOc1ccc(NC(=O)c2cc(S(=O)(=O)N3CCOCC3)cs2)cc1	11.9	-16.6	-41.2	-5.6	-3.8	-3.4	0.5	0.1	16.1
COc1ccc(CCCc2nnc(SCC(=O)NN)o2)c(C)c1	20.1	16.6	-7.1	10.2	-0.1	-2.0	-0.8	-3.6	16.7
O=C(CNC(=O)c1cccc(F)c1)OCC(=O)N1CCN(C(=O)c2ccco2)CC1	-3.5	13.7	18.8	1.3	-0.1	-3.9	0.8	0.5	0.0
C[C@H](NC(=O)Nc1ccc2c(c1)OCCO2)C(=O)O	-16.5	11.8	15.8	0.2	-3.5	-4.0	-0.4	2.0	3.6
Cc1ccc2c(CC(=O)OCc3nc(N)nc(Nc4ccccc4C)n3)coc2c1	23.3	31.4	-15.6	23.0	24.8	0.1	0.9	-6.3	18.0
c1cncc(-c2nc3c(ccc4ccccc43)[nH]2)c1	11.3	-19.2	-16.7	13.3	3.9	-2.5	2.4	2.1	26.5
O=C(CSC(=S)N1CCSCC1)c1ccc(Cl)cc1	21.6	-1.3	-4.4	19.0	-0.7	-1.7	-2.0	2.2	43.3
CCOC(=O)Cc1nnc(NC(=O)C(CC)Sc2nnc3c4ccccc4n(C)c3n2)s1 (centres undefined)	10.2	-1.8	11.1	3.8	-1.2	-3.4	0.2	-2.0	12.7
COC(=O)CCCC(=O)Nc1c(F)c(F)c(F)c(F)c1F	4.2	5.0	12.0	-2.4	-4.8	-0.4	-1.4	-1.7	-1.3
O=C1C2CC=CCC2C(=O)N1CC(=O)N(Cc1ccccc1)C1CCS(=O)(=O)C1 (centres undefined)	-6.5	3.5	23.9	-3.6	-4.8	1.7	1.7	-0.6	0.3
CCN(CC)CCOC(=O)c1ccc(Cl)cc1	-2.0	10.1	1.4	5.9	-1.8	-1.7	2.1	-8.2	-3.4
CC(C)C(=O)Nc1ccc(NC(=O)c2ccccc2Cl)nc1	4.8	9.0	-2.9	19.4	-6.7	-1.4	-1.1	1.5	4.7
CCOc1ccc(S(=O)(=O)NCCC(=O)NC2=NCCS2)cc1	11.2	0.2	6.0	-0.6	-3.6	-3.4	-4.3	0.2	13.5
CCCNC(=O)COc1ncnc2sc(C)c(C)c12	12.4	6.1	9.5	-1.6	-3.9	-0.7	-2.7	-0.2	15.9
Cc1csc(NC(C)c2nc3cc(C(F)(F)F)ccc3n2CCCO)n1 (centres undefined)	-13.6	-10.0	-57.4	-13.4	-5.4	-2.5	-0.1	-2.2	8.4
O=C(O)Cn1cc(C(=O)c2cccs2)c2ccccc21	3.3	3.5	-9.4	-0.8	-3.4	-1.3	-1.9	1.3	7.6
COc1ccc(CN2CCCC(C(=O)c3ccc(Cl)cc3)C2)cc1Cn1cccn1 (centres undefined)	5.7	12.8	-5.0	18.1	-4.0	-5.0	0.7	0.2	9.5
NC(=O)C1CCN(C(=S)c2cccs2)CC1	-0.2	-3.8	-3.8	-4.7	3.9	-1.7	-1.5	2.1	-6.7
COC(=O)CCC(=O)OC1(C)C(=O)C=C2C=C(C3CC3)N(c3ccc(CO)cc3)C=C2C1=O (centres undefined)	-1.1	-14.1	-39.8	-5.4	16.3	-3.1	.	.	11.4
Cc1cccc(CSC(Nc2ccc(F)cc2)=C(C#N)C#N)c1	25.4	43.6*	-12.9	24.0	-4.2	-2.7	97.0*	5.9	11.6
CC(C)(C)c1cc(C(=O)Nc2cccc3ccccc23)ccn1	37.6	31.8	7.2	26.5	-2.5	-2.2	1.6	683.0*	11.5
O=C(NC1CCCCCC1)c1ccc(-n2cnnc2)cc1	-0.6	-3.8	13.3	-5.5	-2.8	-3.8	-0.2	3.1	-4.4
N#CCCCn1c(O)c(N=NC(=O)C(O)c2ccccc2)c2ccccc21 (centres undefined)	8.8	1.0	0.2	-3.1	-0.9	-3.0	0.2	1.1	4.8
O=C(N/N=C\c1ccc(OCC(=O)N2CCCC2)cc1)C(=O)Nc1ccccc1F	16.8	6.7	3.9	14.5	-0.3	0.0	-12.6	-2.2	18.9
Cn1c(CO)cnc1SCc1ccccc1	-4.1	-0.8	-1.3	-9.4	2.2	8.7	-0.7	1.3	3.2
O=C(CNC(=O)c1ccc(Cl)cc1)c1ccc(Cl)cc1	24.3	-13.8	13.5	3.3	-4.2	-1.9	0.8	0.6	10.2
O=C(Cn1cnc2c(cnn2-c2ccccc2)c1=O)N1CCCc2ccccc21	21.9	-5.5	-8.2	5.9	-2.7	-1.2	-0.9	4.4	5.6
CCc1ccc(OCC(=O)N(Cc2cccs2)C2CCS(=O)(=O)C2)cc1 (centres undefined)	-0.6	14.5	14.9	8.2	-3.6	7.2	-2.6	0.5	7.8
CCCOc1ccc(C(=O)O)cc1	6.4	0.1	-8.3	7.3	-5.7	0.0	1.3	-0.2	26.1
C=C(C)CN=C1NN=C(c2cc(C)n(-c3ccc(C)cc3)c2C)CS1	24.4	25.7	0.7	-7.0	-3.4	-2.8	4.6	-1.3	6.5
O=C(NCC1CCCO1)c1ccc(NC(=O)C2C3C=CC(C3)C2C(=O)O)cc1 (centres undefined)	0.7	12.2	-1.9	12.0	-4.2	4.2	0.6	2.3	-4.4
NCCCCCc1cn(CC(=O)NCCCCCCCCCCC(=O)N2CCNCC2)nn1	6.2	1.1	-1.9	1.5	6.8	2.3	-0.7	0.6	21.6
Cc1cc(NC(=O)CSc2nc3c(C)c(C)ccc3cc2C)no1	1.7	9.6	7.8	-1.5	0.2	-1.6	-1.0	0.3	10.1
O=c1[nH]c(-c2ccccn2)nc(C(F)(F)F)c1Br	-12.3	16.0	3.1	33.6	-2.8	-1.4	-0.7	-3.0	10.2
COC(=O)C1=CC(C(=O)c2cccs2)=NN(c2ccc(OC)cc2)C1C(=O)OC (centres undefined)	8.2	17.3	24.6	18.5	-3.5	-5.4	2.7	1.7	35.7
CCOC(=O)c1cc2cc(OC)ccc2nc1C	8.6	-5.9	6.6	-10.8	-3.4	0.3	-2.5	-1.4	28.8
